Bioassay records as filed in PubChem BioAssay.
GSTO1 counter: inhibitors of recombinant GSTO1, primary screen, counter-screen for RBBP9 inhibitor project, biochemical, fluorescence polarization. inhibition, % at 5.96 µM. activity-based probe fluorescence polarization. hit rate 1.1% among 300,000;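 active means inhibition above the campaign mean inhibition plus 3 SD, cut at about 35% in these data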;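 further: 0% = GSTO1-1 with DMSO and 100% = wells lacking GSTO1-1 enzyme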
Fam108B inh: mouse Fam108B serine hydrolase inhibitors, primary screen, counter-screen for RBBP9 inhibitor project, biochemical, fluorescence polarization; recombinant Fam108B, FP-Rh probe fluorescence polarization; inhibition, % at 9.51 µM; hit rate 0.33% among 300,000;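 active means inhibition above the screen mean inhibition plus 3 SD, computed separately per campaign, cut at about 18% in these data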;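 further: inhibitors lower polarization as less probe binds the enzyme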
Bcl-xL primary: inhibitors of human Bcl-xL, primary screen, biochemical, fluorescence polarization, HTS; AID 2129, 2009; GST-Bcl-xL / FITC-Bim BH3 peptide fluorescence polarization; inhibition, % at 10.9 µM; hit rate 0.7% among 320,000; Bcl-2-like protein 1 (Homo sapiens), Q07817;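 active means inhibition above the mean of all tested compounds plus 3 SD, cutoff set per campaign, cut at about 30% in these data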;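 further: 0% = DMSO wells and 100% = unlabeled Bim-BH3 peptide competitor; inhibitors lower millipolarization by displacing the labeled peptide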
GLD-1 TGE inh: GLD-1/TGE RNA complex disruptors, primary screen, biochemical, fluorescence polarization; purified GLD-1 + fluorescein TGE RNA; inhibition, % at 5.96 µM; hit rate 0.44% among 320,000; Female germline-specific tumor suppressor gld-1 (Caenorhabditis elegans), Q17339;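 active means percent inhibition above a per-plate cutoff, the plate mean of test compounds plus 3 SD, cut at about 30% in these data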;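 further: 0% = DMSO wells with GLD-1 and probe and 100% = wells lacking GLD-1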
PME-1 inh: PME-1 inhibitors via competitive probe labeling, primary screen, biochemical, fluorescence polarization, FP-Rh probe, HTS | recombinant PME-1 | inhibition, % at 5.9 µM | hit rate 0.53% among 320,000;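 active means inhibition above the campaign mean of all compounds plus 3 SD, cut at about 26% in these data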;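 further: competitive labeling of PME-1 active site by serine hydrolase directed probe; 0% = PME-1 with DMSO and 100% = wells lacking PME-1 enzyme; inhibitors block probe labeling so polarization falls and inhibition rises; many of its hits are not listed in these tables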
MCL1 BIM primary: inhibitors of MCL1 binding to BIM-BH3, primary screen, biochemical, fluorescence polarization; Induced myeloid leukemia cell differentiation protein Mcl-1 (Homo sapiens), Q07820; GST-MCL1 / FITC-Bim-BH3 fluorescence polarization; inhibition, % at 10.9 µM; hit rate 0.68% among 320,000; AID 2057, 2009;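 active means inhibition above the mean inhibition of all tested compounds plus 3 SD, set per campaign, cut at about 40% in these data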;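 further: 0% = DMSO wells and 100% = unlabeled Bim-BH3 peptide control; higher means more loss of mP so more displacement of Bim peptide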
Target sequence (Q07820 whole entry, looked up): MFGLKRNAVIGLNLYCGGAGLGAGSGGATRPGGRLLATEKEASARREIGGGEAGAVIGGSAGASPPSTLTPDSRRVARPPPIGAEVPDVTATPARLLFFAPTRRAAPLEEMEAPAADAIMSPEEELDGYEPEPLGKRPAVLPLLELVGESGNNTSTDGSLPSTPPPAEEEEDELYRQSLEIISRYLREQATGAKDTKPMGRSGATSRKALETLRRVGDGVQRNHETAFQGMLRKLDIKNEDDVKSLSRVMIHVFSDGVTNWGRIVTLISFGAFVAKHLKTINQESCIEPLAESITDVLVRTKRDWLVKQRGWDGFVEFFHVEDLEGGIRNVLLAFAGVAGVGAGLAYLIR
TPT1 inh: Candida albicans TPT1 enzyme inhibitors, primary screen, biochemical, fluorescence polarization | tRNA 2'-phosphotransferase TPT1 (Candida albicans SC5314) | recombinant caTPT1, FP RNA substrate dephosphorylation | inhibition, % at 5 µM | hit rate 0.81% among 300,000;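 active means inhibition above the mean of all tested compounds plus 3 SD, set per screening campaign, cut at about 24% in these data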;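 further: plate controls were DMSO alone for no effect and ferristatin control at 100 nM for full effect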
MEX-5 binding: MEX-5 zinc finger RNA-binding disruptors – biochemical, C. elegans, fluorescence polarization, MLPCN library, primary screen | activity score (negative = inhibition of binding), % at 10 µM | MEX-5/FITC-TCR2 RNA binding; hits give low values | Zinc finger protein mex-5 (Caenorhabditis elegans), Q9XUB2 | hit rate 0.38% among 300,000;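 active means inhibition past about -25% in most replicates, and total fluorescence under double the plate's negative control median, limit read from the data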;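 further: 0% = DMSO and -100% = 5 µM competing unlabeled TCR2 RNA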
PAD4 inh: human PAD4 inhibitors, primary screen, biochemical, fluorescence polarization, 1536-well format; Protein-arginine deiminase type-4 (Homo sapiens), Q9UM07; recombinant PAD4, RCA probe fluorescence polarization; AID 485272, 2010; hit rate 0.41% among 330,000; inhibition, % at 6.36 µM;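 active means percent inhibition above a cutoff equal to the mean of all tested compounds plus 3 SD, cut at about 15% in these data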;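 further: 0% = PAD4 with RCA probe and DMSO and 100% = probe without PAD4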
Target sequence (Q9UM07 whole entry, looked up): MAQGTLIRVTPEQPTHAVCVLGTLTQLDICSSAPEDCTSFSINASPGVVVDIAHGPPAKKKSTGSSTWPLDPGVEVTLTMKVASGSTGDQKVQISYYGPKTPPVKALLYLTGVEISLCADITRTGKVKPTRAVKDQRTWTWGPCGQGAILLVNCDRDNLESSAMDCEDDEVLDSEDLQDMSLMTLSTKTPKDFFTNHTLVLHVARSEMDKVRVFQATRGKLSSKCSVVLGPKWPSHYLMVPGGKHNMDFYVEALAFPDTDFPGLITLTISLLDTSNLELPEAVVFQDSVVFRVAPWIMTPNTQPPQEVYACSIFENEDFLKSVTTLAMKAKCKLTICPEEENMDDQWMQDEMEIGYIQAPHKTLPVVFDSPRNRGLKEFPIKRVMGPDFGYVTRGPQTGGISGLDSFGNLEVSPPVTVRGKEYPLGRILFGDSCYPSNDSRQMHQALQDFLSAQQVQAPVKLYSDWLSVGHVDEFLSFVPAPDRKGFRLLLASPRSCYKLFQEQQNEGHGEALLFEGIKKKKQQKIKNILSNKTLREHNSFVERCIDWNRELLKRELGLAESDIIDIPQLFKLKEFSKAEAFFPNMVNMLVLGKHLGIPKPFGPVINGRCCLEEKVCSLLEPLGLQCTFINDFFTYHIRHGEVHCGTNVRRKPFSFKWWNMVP
Starred values were filed as active, the others as inactive; · = not tested or not shown. Not all compounds are listed, so the mix of outcomes need not match the whole.

Every second line gives: GSTO1 counter	Fam108B inh	Bcl-xL primary	GLD-1 TGE inh	PME-1 inh	MCL1 BIM primary	TPT1 inh	MEX-5 binding	PAD4 inh
> CCOC(=O)N1CCN(C(=O)CCC(=O)c2ccc(OCC)cc2)CC1
    2	-2	5	0	-3	4	-1	3.1	2
> CC(C)CNc1nc(N)c([N+](=O)[O-])c(NCC2CCCO2)n1 (configuration not stated)
    -9	-1	2	7	1	-2	2	0.1	2
> CCN(CC)C(=O)COc1ccc(C=O)cc1OC
    -6	-9	2	1	2	-1	4	0.9	2
> CC1CN(C(=O)c2cnn3c(C(F)F)cc(-c4ccccc4)nc23)CC(C)O1 (configuration not stated)
    4	3	5	-1	-7	2	0	3.1	1
> CCC(=O)c1ccc(OCC(=O)NC2CCCC2)cc1
    ·	·	-8	2	-2	-5	·	·	-3
> CCN(CC)S(=O)(=O)c1ccc(NC(=O)c2ccccn2)cc1
    0	4	-6	0	-3	1	-6	0.2	-1
> CC(C)(C)NC(=O)C1Cc2ccccc2CN1S(=O)(=O)c1ccc(F)cc1 (configuration not stated)
    -6	2	0	-2	4	-1	-3	-1.2	2
> CC1CCc2c(sc(NC(=O)Cn3nc(C(=O)O)c4ccccc4c3=O)c2C#N)C1 (configuration not stated)
    12	0	-1	4	2	-8	1	2.4	-1
> C=CCOC(=O)C1CC=CCC1C(=O)Oc1ccc(F)cc1F (configuration not stated)
    0	0	4	4	6	1	1	2.9	0
> CC(C)(CO)NC(=O)CC1C(=O)NCCN1Cc1ccc(-c2ccccc2)cc1 (configuration not stated)
    -2	-6	1	10	-2	2	-3	-3.4	0
> Cc1cc(/C=N/NC(N)=O)c(C)n1C1CCCCC1
    6	2	2	7	-7	-1	0	-1.3	-6
> CCC1CCCCN1S(=O)(=O)c1ccc2c(c1)CCN2C(C)=O (configuration not stated)
    0	-3	3	6	-8	0	1	2.2	-6
> CC1(NC(=O)COc2ccccc2-c2ccccc2)CCS(=O)(=O)C1 (configuration not stated)
    2	-5	3	13	-3	-1	-1	0.2	1
> CN1CCN(S(=O)(=O)c2cnccc2N2CCN(c3cccc(Cl)c3)CC2)CC1
    -4	1	4	3	-5	-2	0	-0.3	-1
> CC(=O)c1cccc(NC(=O)CSc2ncc(C(=O)Nc3ccccc3)c(=O)n2C)c1
    -1	-2	4	-6	2	-3	2	-1.0	-1
> COc1ccc(/C=C/C(=O)NCCn2c(C)cc3ccccc32)cc1OC
    8	-5	4	10	0	5	0	0.1	1
> CCC(=O)c1cc2c(cc1NC(=O)c1ccccc1)OCCO2
    6	1	4	7	-1	1	0	2.0	1
> CCOC(=O)N1CCC(=C(C#N)C(=O)Nc2cc(OC)ccc2OC)CC1
    1	4	7	5	3	4	0	2.1	-2
> COc1ccc(C(=O)Nc2nc3nccc(-c4ccccc4)n3n2)cc1
    -5	0	2	0	-4	8	1	-1.2	-1
> Cc1ccc2nc(NC(=O)COC(=O)c3ccco3)sc2c1
    29	-5	0	1	-10	0	4	-5.9	7
> CCOC(=O)C1CCN(C(=O)CCS(=O)(=O)c2ccc3c(c2)n(C)c(=O)c(=O)n3C)CC1
    2	-2	0	-1	3	6	-4	1.2	-2
> Cn1cc(S(=O)(=O)N2CCOCC2)cc1C(=O)Nc1cccc(Cl)c1
    -2	9	-5	7	-2	-3	4	-0.3	-8
> CC(=O)N1c2ccc(S(=O)(=O)N3CCC(C(=O)NCc4ccccc4)CC3)cc2CC1C (configuration not stated)
    -6	-2	4	-1	8	5	-2	0.5	1
> COc1ccc(-n2c(C)cc(C(=O)CN3CCCCC3)c2C)cc1
    -10	-4	-5	-7	2	-6	3	-0.2	1
> CCCC(=O)Nc1ccc2c(c1)nc(CCN1CCCCC1)n2C
    6	1	0	8	0	2	9	1.3	-2
> COc1ccc(S(=O)(=O)NC(N)=NCCc2ccc(OC)c(OC)c2)cc1C
    2	3	1	2	8	0	2	-1.7	-1
> COc1cc(OC)c2c(c1)S(=O)(=O)C(c1ccccc1)=C2N
    10	3	6	4	4	2	-1	-0.7	-6
> Cc1ccc(NCc2nnc(SCC(=O)c3ccccc3)n2Cc2ccco2)c(C)c1
    -1	1	5	-1	4	6	-3	-0.7	-3
> COC(=O)CCc1c(C)c(C(=O)c2ccc(F)cc2)c2ccccn12
    3	2	10	6	3	9	-3	-0.7	2
> Cc1cc(NC(=O)CCC(=O)N(CC(=O)NCC2CCCO2)c2ccccc2)no1 (configuration not stated)
    5	-2	-1	1	-6	1	-7	0.4	-1
> COC(=O)c1ccc(NC(=O)N2CCC(O)(c3cccnc3)CC2)cc1
    1	0	1	2	-2	-2	-2	2.2	3
> C/C=C/c1cc(OC)c2c(c1)[C@H](C)[C@@H](c1ccc(O)c(OC)c1)O2
    6	2	0	5	4	6	1	-1.3	1
> O=C(Cn1cc2c(n1)CCCCC2)N1CCc2ccccc2C1
    6	2	4	3	-3	4	1	-0.8	-2
> CCOC(=O)CN1CC23C=CC(O2)C(C(=O)N2CCN(c4ccc(F)cc4)CC2)C3C1=O (configuration not stated)
    3	3	3	0	2	5	1	-3.4	-4
> Cc1nc2ccc(NS(=O)(=O)c3c(C)c(C)cc(C)c3C)cc2s1
    3	0	2	14	-6	-1	0	-1.2	-4
> CCOc1c2ccc(C(=O)NC3CCCc4ccccc43)cc2nn1C (configuration not stated)
    6	-4	7	5	-7	8	0	-1.9	-2
> CN(Cc1ccco1)S(=O)(=O)c1ccc2c(c1)CCN2C(=O)CCC(=O)O
    3	4	5	3	-5	13	-3	0.0	4
> CCOc1ccc2c(c1)OC1(CCC(C)C1)CC2=O (configuration not stated)
    1	1	4	3	1	-1	-1	-0.6	-5
> Cc1ccccc1NC(=S)NC(C)C(c1ccccc1)N1CCN(C)CC1 (configuration not stated)
    3	-2	2	8	4	6	1	-0.3	-1
> C=CCn1c(CNC(=O)c2cccs2)n[nH]c1=S
    1	2	-3	7	-3	-13	-3	0.8	1
> Cc1cccc(C)c1NC1=NC(=S)N(c2ccccc2)C12CCOC(C)(C)C2 (configuration not stated)
    7	1	10	2	5	16	-3	1.2	1
> CC(=O)c1ccccc1NS(=O)(=O)c1cccc2nonc12
    -1	-1	8	6	-2	3	-1	-0.2	-3
> Cc1ccc(S(=O)(=O)C(CNC(=O)C(C)C)c2cccs2)cc1 (configuration not stated)
    7	-1	0	-1	-3	4	0	0.0	2
> Cc1sc(N)c(C(=O)c2ccccc2Cl)c1C
    4	4	7	4	-4	27	1	-2.6	-10
> COc1cccc(Cn2cc(-c3cccc(C(F)(F)F)c3)nn2)c1
    4	0	2	5	3	4	-2	-0.8	2
> C=CCNC(=O)COC(=O)c1oc2ccccc2c1CSC1CCCCC1
    3	-2	3	3	-6	1	-1	·	4
> Cc1cccc2c1N(CCCOc1ccc(C(C)(C)C)cc1)C(=O)C2=O
    15	-2	0	3	-3	6	-5	1.6	0
> O=P(COCCOCCOCCOCP(=O)(c1ccccc1)c1ccccc1)(c1ccccc1)c1ccccc1
    1	1	2	3	3	3	-1	0.7	-7
> O=C(CN(C1CC1)S(=O)(=O)c1ccc(S(=O)(=O)N2CCCCCC2)cc1)Nc1ccccc1
    -2	-6	4	4	0	2	-1	-0.3	3
> CCOC(=O)c1ccc(NC(=O)Oc2cc(C)c(Cl)cc2C(C)C)cc1
    -4	1	4	4	-10	-3	-2	1.2	-1

Going on with the list:
Every second line gives: GSTO1 counter	Fam108B inh	Bcl-xL primary	GLD-1 TGE inh	PME-1 inh	MCL1 BIM primary	TPT1 inh	MEX-5 binding	PAD4 inh
> COc1ccc(-c2noc(CCC(=O)O)n2)cc1
    3	-1	1	1	-2	-1	-2	-1.6	3
> Cc1ccccc1C(=O)NC(=S)Nc1ccc(N2CCN(C(=O)c3ccccc3)CC2)cc1
    3	0	4	-6	3	7	0	1.9	2
> O=C(C1CCN(S(=O)(=O)c2cccnc2)CC1)N1CCN(c2cccc(Cl)c2)CC1
    2	2	4	0	-4	1	0	1.0	6
> Cc1noc(C)c1COc1ccc(C(=O)OCC(N)=O)cc1
    0	-6	-14	4	4	-24	0	0.1	-6
> CC(C)c1ccc2nc(NC(=O)C3CC3)sc2c1
    0	1	4	-6	1	-3	0	0.5	1
> Cc1cccc(Nc2nc3ccccc3n3nnnc23)c1
    0	-1	4	-8	1	6	1	-1.0	-1
> Cc1c(O)ccc2c(=O)c(-c3nncn3-c3ccccc3)coc12
    -6	-5	-6	-1	-6	-9	0	0.2	-4
> Cc1ccc(C(=O)NNC(=O)c2cccc(C)c2)cc1
    -10	-2	0	-9	-3	-8	1	0.9	1
> Cc1cc(NC(=O)COC(=O)CCS(=O)(=O)c2ccc(C)c(C)c2)no1
    9	5	1	8	3	3	-3	-0.1	1
> CCOC(=O)c1nc2ccccc2nc1C
    0	2	5	-4	5	10	1	0.5	-1
> CC(C#N)Sc1ncnc2sc(-c3ccccc3)cc12 (configuration not stated)
    -24	1	-1	-4	1	-1	5	-1.5	-4
> CC1CCCCN1C(=O)Cn1c(=O)n(CCC(=O)NCc2ccco2)c(=O)c2sccc21 (configuration not stated)
    -1	1	2	3	4	-2	2	-2.3	2
> Cc1cccc(NC(=O)C2(c3ccc([N+](=O)[O-])cc3)CCCC2)c1
    -2	1	-3	2	-4	-6	-1	-0.5	-6
> Cc1ccc(NC(=O)Nc2cccc(C(F)(F)F)c2)nc1
    0	3	12	1	2	2	0	-0.2	-3
> N#CC1(C#N)COC23CCCCC2C1(C#N)C(=N)O3 (configuration not stated)
    13	3	68*	45*	1	78*	-17	-2.0	8
> CCCc1cc(=O)[nH]c(SCC(=O)N(C)C2CCCCC2)n1
    ·	·	5	2	2	-3	·	·	7
> Cc1cc(NC(=O)CSCC(=O)Nc2cc(Cl)ccc2N2CCN(C)CC2)no1
    ·	·	3	-3	-2	7	·	·	-5
> COc1ccccc1NC(=O)CSc1nc(O)c(Cc2ccccc2)c(=O)[nH]1
    12	-4	6	-1	0	4	-2	2.1	7
> COc1cccc(OC)c1C(=O)N1CCN(c2ccccn2)CC1
    2	-2	3	5	-2	5	-2	2.7	3
> CC(C)CCNC(=O)c1ccc(CS(=O)(=O)Cc2ccccc2F)o1
    -2	-2	1	5	-2	3	1	1.6	0
> CCCOC(=O)NC(CC)COC(=O)Nc1cc(C)ccc1C (configuration not stated)
    8	-2	-1	5	2	-1	-4	-0.4	3
> Cc1cc(NC(=O)c2ccco2)c(=O)n(Cc2c(F)cccc2Cl)c1
    2	2	2	3	-2	3	-1	-1.4	2
> CS(=O)(=O)Nc1ccc(C2=NN(C(=O)c3ccco3)C(c3ccccc3)C2)cc1 (configuration not stated)
    -8	3	1	2	0	1	-2	7.3	-3
> O=C(c1cccc(Oc2ccc([N+](=O)[O-])cc2Cl)c1)N1CCOCC1
    2	0	3	-6	8	2	-1	-0.3	-1
